TRPC4 agonist = TRPC4 (mouse) channel activation; HEK293 TRPC4beta/mu-opioid, Fluo4 calcium fluorescence; stronger effect = higher value; 0.49% of 310,000 active; B-score at 10 µM;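 active = B-score above 5 SD of library B-scores, and initial fluorescence ratio not above library mean plus 5 SD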;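 also: positive B-score marks a calcium rise read as TRPC4 activation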
Target sequence (Q9QUQ5 whole entry, looked up): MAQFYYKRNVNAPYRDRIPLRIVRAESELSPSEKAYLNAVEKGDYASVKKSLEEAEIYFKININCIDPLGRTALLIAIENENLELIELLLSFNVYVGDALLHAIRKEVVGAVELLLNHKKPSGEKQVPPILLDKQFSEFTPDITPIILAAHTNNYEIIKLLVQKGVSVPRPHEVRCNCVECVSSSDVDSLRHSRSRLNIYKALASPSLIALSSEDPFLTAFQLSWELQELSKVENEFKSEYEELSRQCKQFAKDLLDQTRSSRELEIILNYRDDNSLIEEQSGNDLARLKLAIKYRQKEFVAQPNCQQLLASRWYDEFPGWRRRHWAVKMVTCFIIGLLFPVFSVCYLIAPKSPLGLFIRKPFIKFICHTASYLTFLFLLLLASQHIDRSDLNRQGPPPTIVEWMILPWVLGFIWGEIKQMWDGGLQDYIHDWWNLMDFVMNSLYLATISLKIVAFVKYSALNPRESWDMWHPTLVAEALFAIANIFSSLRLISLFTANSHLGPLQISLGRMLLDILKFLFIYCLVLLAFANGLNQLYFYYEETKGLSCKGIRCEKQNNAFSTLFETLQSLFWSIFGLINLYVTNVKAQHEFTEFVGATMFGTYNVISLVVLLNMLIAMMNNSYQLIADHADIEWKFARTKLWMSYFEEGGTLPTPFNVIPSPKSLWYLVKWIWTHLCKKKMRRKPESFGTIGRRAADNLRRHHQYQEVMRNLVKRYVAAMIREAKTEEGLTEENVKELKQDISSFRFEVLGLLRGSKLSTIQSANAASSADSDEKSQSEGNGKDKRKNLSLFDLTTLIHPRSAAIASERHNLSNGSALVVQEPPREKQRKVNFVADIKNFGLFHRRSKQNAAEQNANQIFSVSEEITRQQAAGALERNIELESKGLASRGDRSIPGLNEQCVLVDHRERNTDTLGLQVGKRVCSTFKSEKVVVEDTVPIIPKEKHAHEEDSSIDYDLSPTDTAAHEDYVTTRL
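Test system: HEK293 cells stably co-expressing mouse TRPC4beta and mu-opioid receptor | Schedule: Fluo4 dye loading 45 min at room temperature, 110 s recording | Measured by: Kinetic Fluo4 calcium fluorescence, 5 s baseline at 1 Hz | Evaluation: B score of integrated ratio | Controls: Buffer (low) and maximal DAMGO (high)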
TRPC6 activator = activators of mouse TRPC6 channel; AID 2550; 0.13% of 310,000 active; B-score at 10 µM; HEK293-TRPC6 membrane potential dye fluorescence; stronger effect = higher value;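 active = B-score of the integrated fluorescence ratio above library mean plus 3 SD, and starting fluorescence ratio within library mean plus 5 SD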;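 also: higher score means more depolarization so channel activation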
HIF activator = HIF pathway transcriptional activation. U2OS HRE-luciferase reporter, luminescence; normalized: DMSO 0%, desferrioxamine 100%. activation, % at 7.5 µM (by protocol). 0.32% of 300,000 active;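 active = mean activation of at least 10% of the iron chelator positive control signal, with at least half of replicates also reaching 10%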
MrgX1 antag = blocks BAM8-22 activation of human MrgX1 receptor; Q96LB2; MRGX1-HEK293 calcium flux, Fluo-4, BAM8-22 antagonism; stronger effect = lower value; B-score at 10 µM; 1.3% of 310,000 active; AID 588676;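 active = calcium-response B-score plate-corrected more than 3 library SD below zero, starting fluorescence within 5 deviations, no agonist response on first addition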;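 also: peak minus trough fluorescence over baseline after final BAM8-22 challenge near maximal dose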
aSyn UTR inh = MLPCN primary screen, SNCA 5' untranslated region | alpha-synuclein 5'UTR reporter, inhibitor activity | inhibition, % (tested at 7.5 µM) | 0.82% of 300,000 active; in the data active = inhibition above about 60%;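 also: H4 neuroglioblastoma cells stably carrying SNCA 5'UTR luciferase fusion; 0% = DMSO wells and 100% = positive control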
TRPC4 PAM = allosterically enhances the mouse TRPC4 cation channel. Q9QUQ5. HEK293 TRPC4beta/mu-opioid, DAMGO EC20, Fluo-4 Ca2+ flux; stronger effect = higher value. B-score at 10 µM. 0.42% of 310,000 active;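 active = B-score of calcium response area above 5 SD of library B-scores, with initial fluorescence ratio within 5 SD of library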;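 also: B-score of integrated fluorescence ratio over time as area under calcium response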
TRPC4 block = blocks the mouse TRPC4 cation channel; Q9QUQ5; HEK293 TRPC4beta/mu-opioid, DAMGO-evoked Fluo4 calcium flux; stronger effect = lower value; B-score at 10 µM; 0.39% of 300,000 active; AID 2247;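 active = B-score over 3 SD under the library average, no early fluorescence shift, positive overall ratio signal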
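Assay system: Stable TRPC4beta/mu-opioid receptor HEK293 cells | Reagent: DAMGO in two steps, submaximal then maximal | Compound dosing: Single concentration per test compound | Signal: Fluo4 Ca2+ flux fluorescence | Evaluation: Per-well B score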
SKKanGAS inh = SKKanGAS growth inhibition; inhibition, % at 7.5 µM; AID 1662; S. pyogenes SKKanGAS, kanamycin growth, BacTiter-Glo, 6 h; 1.3% of 300,000 active;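 active = mean replicate score, as percent of positive control median, at least 50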;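 also: strain carries kanamycin resistance gene driven by streptokinase promoter and grows in 40 µg/ml kanamycin; loss of luminescence reflects streptokinase promoter inhibition or plain growth inhibition; 0% = median of DMSO wells and 100% = positive control at its reference dose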
IEC-6 tox = IEC-6 cytotoxicity, counter-screen for KLF5 inhibitors; inhibition, % at 5 µM; AID 1825; 0.78% of 290,000 active; luminescence viability; in the data active = inhibition above about 22%;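 also: 0% = plate median of test compound wells and 100% = cytotoxic reference compound wells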
KLF5 inh = suppresses KLF5 promoter-driven expression. DLD-1 KLF5 promoter-luciferase reporter, luminescence. inhibition, % at 5 µM. 0.23% of 290,000 active;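 active = inhibition above a per-plate limit of that plate's mean compound inhibition plus 3 SD, cut at about 60% in these data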;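 also: 0% = DMSO wells and 100% = LY294002 at 200 µM; higher means less KLF5 promoter-driven luciferase light; inactives centre near -14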
TRPC6 inhibitor = mouse TRPC6 channel inhibition | Q61143 | 1.1% of 310,000 active | B-score at 10 µM | HEK293-TRPC6, membrane potential dye, ACh-evoked depolarization; stronger effect = lower value;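 active = B-score under library mean minus 3 SD, initial fluorescence not abnormally high, positive integrated signal ratio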;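 also: B-score derived from integrated fluorescence ratio over the kinetic read; more negative B-score means stronger inhibition of depolarization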
An asterisk follows results filed as active; i = inactive; nt = no result given.

molecule | TRPC4 block | TRPC6 activator | aSyn UTR inh | IEC-6 tox | HIF activator | MrgX1 antag | KLF5 inh | TRPC4 PAM | TRPC4 agonist | SKKanGAS inh | TRPC6 inhibitor
O=Cc1c(Cl)nc2ccccn2c1=O | i | i | 19 | 2 | -0.2 | i | 8 | i | i | 8 | i
Cc1c(CCC(=O)O)c(=O)oc2c(C)c3occ(-c4ccc(Cl)cc4)c3cc12 | i | i | 1 | -5 | 0.6 | i | -17 | i | i | 58* | i
COC(=O)c1cnn(C(=O)c2cc(OC)ccc2Br)c1N | i | i | -2 | 0 | -0.1 | i | -22 | i | i | -3 | i
COc1ccc(-c2c3c(=O)n(C)c(=O)n(C)c3cn2Cc2ccccn2)cc1 | i | i | -21 | -5 | 0.3 | i | -7 | i | i | 5 | i
CS(=O)(=O)Nc1ccc(C2=NN(C(=O)c3ccco3)C(c3cccc(F)c3)C2)cc1 (stereo not drawn) | i | i | 1 | 6 | 0.3 | i | -10 | i | i | 11 | i
CSc1cccc(NC(=S)N(CCN(C)C)C(C)c2ccncc2)c1 (stereo not drawn) | i | i | 11 | 1 | 0.3 | i | -23 | i | i | -5 | i
O=C(NC1CC1)c1ccc(CS(=O)c2ccc(Br)cc2)o1 (stereo not drawn) | i | i | -19 | -9 | -0.4 | i | -42 | i | i | -9 | i
Oc1c(C(c2cccs2)N2CCN(c3ccc(F)cc3)CC2)sc2ncnn12 (stereo not drawn) | i | i | 25 | 7 | -0.3 | i | 6 | i | i | -5 | i
Cc1c(C(=O)NN)nc2ccccn12 | i | i | 14 | 2 | -0.2 | i | -14 | i | i | -13 | i
COc1ccc(N(C(C)C(=O)N2CCCC2)S(C)(=O)=O)cc1 (stereo not drawn) | i | i | 2 | -3 | -0.5 | i | -18 | i | i | -3 | i
COc1ccc(OC)c(NC(=O)CCNS(=O)(=O)c2cccc3nsnc23)c1 | i | i | 6 | 0 | -0.1 | i | -26 | i | i | 15 | i
CCOC(=O)N1CCN(S(=O)(=O)c2ccc(C(=O)N(CCN(C)C)c3nc4ccc(Cl)cc4s3)cc2)CC1 | i | i | -40 | 6 | 2.2 | i | -2 | i | i | 13 | i
COc1ccc(S(=O)(=O)NC2CC(C)(C)NC(C)(C)C2)cc1 | i | i | -6 | 9 | 0.2 | i | -14 | i | i | 2 | i
CC1Oc2ccccc2N(CC(=O)Nc2ccc(F)cc2)C1=O (stereo not drawn) | i | i | 10 | -5 | 0.6 | i | -33 | i | i | 8 | i
C=C(C)Cn1c(SCCCO)nc2c1c(=O)[nH]c(=O)n2C | i | i | 17 | 2 | -0.4 | i | 11 | i | i | -4 | i
CCOC(=O)C1CCN(C(=O)c2cccc(N3C(=O)NC4CC3(C)Oc3ccc(C)cc34)c2)CC1 (stereo not drawn) | i | i | -1 | -3 | -0.6 | i | -47 | i | i | -4 | i
CCCCNC(=O)NNC(=O)c1ccoc1C | i | i | nt | -2 | nt | i | 7 | i | i | -3 | i
O=C1N=C(N2CCOCC2)S/C1=C\c1ccc(OS(=O)(=O)c2ccccc2)cc1 | i | i | -12 | 2 | 0.5 | i | -17 | i | i | 4 | i
CCc1ccc(NC(=O)C(CC)Sc2nc3ccsc3c(=O)n2CCC(=O)O)cc1 (stereo not drawn) | i | i | -7 | -2 | 0.2 | i | -17 | i | i | -21 | i
CCc1ccc(CNC(=O)CCCn2nc(C)n3ccnc3c2=O)cc1 | i | i | 14 | -4 | 0.2 | i | -11 | i | i | -3 | i
C=CCn1c(SCC(=O)NC2CC2)nnc1C1CC1 | i | i | -2 | -2 | -0.2 | i | -44 | i | i | -1 | i
C#CCOCCOCCOCCNc1nc(N2CCN(C(=O)[C@H](CCC(=O)O)n3cc(C(N)[C@H](C)CC)nn3)CC2)nc(N2CCN(C(=O)[C@H](Cc3ccc(O)cc3)n3cc(C(N)[C@H](C)CC)nn3)CC2)n1 (stereo partly drawn) | i | i | -4 | -8 | 0.1 | i | -13 | i | i | -1 | i
CN(C)N1C(N)=C(C#N)C(c2ccccc2F)C2=C1CC(C)(C)CC2=O (stereo not drawn) | i | i | 5 | 0 | -1.3 | i | 5 | i | i | 0 | i
CCS(=O)(=O)c1nn2c(N)c(/C=C3/C=CC(=O)C(OC)=C3)c(=O)nc2s1 | i | i | 25 | 6 | -0.1 | i | 10 | i | i | 6 | i
CC(C)c1ccc(CCNC(=O)CSC(=S)N2CCCC2)cc1 | i | i | 8 | nt | -0.3 | i | nt | i | i | -5 | i
CC(C(c1cccs1)c1c(N)n(C)c(=O)n(C)c1=O)[N+](=O)[O-] (stereo not drawn) | i | i | -29 | -8 | 0.3 | i | 9 | i | i | 5 | i
COC(=O)c1sccc1NC(=O)Nc1ccc(F)cc1F | i | i | 7 | 0 | -0.2 | i | -22 | i | i | -5 | i
Cc1oc(C(C)(C)C)cc1-c1cc(NC(=O)c2ccc([N+](=O)[O-])cc2)n[nH]1 | i | i | -18 | 0 | -1.0 | i | -15 | i | i | 1 | i
CC(O)C(NS(=O)(=O)c1ccc(Cl)cc1)C(=O)OCC(=O)Nc1cccnc1Cl (stereo not drawn) | i | i | 18 | -5 | -3.6 | i | -23 | i | i | 1 | i
CCOC(=O)c1cnn(-c2ncnc3sc4c(c23)CCC4)c1N | i | i | -75 | 6 | -0.2 | i | 8 | i | i | -4 | i
Cc1oc2c(c1C(=O)Nc1cccc(C(=O)O)c1)CCCC2 | i | i | -39 | -1 | 0.4 | i | -50 | i | i | 1 | i
O=C(NCc1ccccn1)NC12CC3CC(CC(C3)C1)C2 | i | i | -13 | 1 | -0.3 | i | -15 | i | i | 3 | i
O=C(C1=COCCO1)N(Cc1nnc(-c2ccc(Cl)cc2)o1)C1CC1 | i | i | -12 | nt | 0.1 | i | nt | i | i | -4 | i
Fc1ccc(CSc2ncnc3scc(-c4ccccc4)c23)cc1 | i | i | 39 | 1 | -2.2 | i | -23 | i | i | 22 | i
C[C@H]1CC[C@@]2(O[C@@H](CCO)C[C@@H](O)[C@@H]2O)O1 | i | i | 9 | -10 | -0.3 | i | -17 | i | i | -1 | i
COc1ccccc1N(CC(=O)NC1CCCC1)C(=O)c1csnn1 | i | i | -6 | 4 | -1.1 | i | -15 | i | i | -7 | i
COc1ccc(N2CCN(C(c3ccc4ncccc4c3)c3nnnn3C(C)C)CC2)cc1 (stereo not drawn) | i | i | -15 | 0 | 0.3 | i | 14 | i | i | -3 | i
CN(c1ccccc1)c1nc(N)c([N+](=O)[O-])c(N2CCCCCC2)n1 | i | i | -32 | 3 | 0.1 | i | -21 | i | i | -7 | i
COc1cccc(-c2cc(C(=O)Nc3cccnc3Cl)no2)c1 | i | i | -9 | -2 | 0.1 | i | -1 | i | i | 14 | i
O=C(Nc1nc2ccccc2n1Cc1ccccc1)c1ccc(COc2ccccc2[N+](=O)[O-])o1 | i | i | 7 | 4 | 0.3 | i | -34 | i | i | 36 | i
COc1ccc(CC(NC(C)=O)C(=O)NC2CCN(c3c(Cc4ccccc4)c(C)nc4ncnn34)CC2)c(OC)c1 (stereo not drawn) | i | i | 28 | 2 | -1.1 | i | -19 | i | i | 22 | i
O=C(Nc1ccccc1)C(Cl)C(=O)c1ccccc1 (stereo not drawn) | i | i | -5 | 6 | -24 | i | -67 | i | i | -2 | i
NS(=O)(=O)c1ccc(CNC(=O)NC23CC4CC(CC(C4)C2)C3)cc1 | i | i | 18 | 7 | 0.4 | i | 7 | i | i | 0 | i
COC(=O)c1cc(OC)c(OC)cc1NC(=O)c1c(-c2ccccc2)noc1C | i | i | 24 | -1 | 0.1 | i | -10 | i | i | nt | i
CC1CC(N(C(=O)c2ccco2)c2ccccc2)c2ccccc2N1C(=O)c1ccco1 (stereo not drawn) | i | i | 10 | -1 | 0.1 | i | -32 | i | i | -1 | i
C/C(=N\NC(=O)c1ccncc1)c1cc2ccccc2oc1=O | i | i | -9 | 0 | 0.0 | i | 17 | i | i | -12 | i
Cc1cc(C)c(S(=O)(=O)c2ccccc2)c(N(C)C)n1 | i | i | 9 | 2 | 0.3 | i | -45 | i | i | -7 | i
CCN(CC)S(=O)(=O)c1ccc(C(=O)Nc2nnc(-c3ccco3)o2)cc1 | i | i | 5 | 0 | -0.3 | i | 13 | i | i | 8 | i
O=C(NCCC1=CCCCC1)C1CCN(S(=O)(=O)c2cccc3nonc23)CC1 | i | i | 18 | -1 | -0.6 | i | -39 | i | i | 3 | i
C#CC(CC)(CC)NC(=O)c1nn(-c2ccccc2Cl)c(C)cc1=O | i | i | 15 | 2 | 0.2 | i | -10 | i | i | 0 | i
Cc1ccc(S(=O)(=O)Cn2nnnc2C(c2ccc(F)cc2)N2CCC(C(N)=O)CC2)cc1 (stereo not drawn) | i | i | 8 | 0 | -0.1 | i | -23 | i | i | 1 | i
COc1ccc(OC)c(NC(=O)N2CCCC(CNS(=O)(=O)c3cccs3)C2)c1 (stereo not drawn) | i | i | 14 | 6 | 0.4 | i | 6 | i | i | -5 | i
Cc1c(C(=O)N(Cc2ccc(N(C)C)cc2)C2CCS(=O)(=O)C2)oc2ccccc12 (stereo not drawn) | i | i | 19 | -4 | -0.2 | i | -11 | i | i | 2 | i
CC1=C(C)[N+](=O)C2CCCCC2N1[O-] (stereo not drawn) | i | i | 9 | 1 | -0.6 | i | -12 | i | i | -2 | i
CCO[C@@H]1OC(C(=O)O)=C[C@H](c2ccc(C(F)(F)F)cc2)[C@H]1CCCO | i | i | 0 | 0 | -0.3 | i | -28 | i | i | -5 | i
Cc1ccc(/C=C2\SC(=S)N(CCCC(=O)Nc3nccs3)C2=O)cc1 | i | i | 15 | 3 | -1.9 | i | -21 | i | i | -3 | i
Cc1cccc(CN2C(=O)N/C(=C/c3ccc(C)s3)C2=O)c1 | i | i | -88 | 1 | 4.5 | i | -4 | i | i | 3 | i
COc1ccccc1C1CCN(c2ccc([N+](=O)[O-])cn2)CC1 | i | i | -9 | 1 | 0.1 | i | -10 | i | i | -5 | i
O=C(CSCc1c(F)cccc1Cl)NNC(=S)NC1CCCCC1 | i | i | 22 | 3 | 0.3 | i | -31 | i | i | 5 | i
O=C(/C=C/c1ccccc1)NCc1cccnc1 | i | i | -14 | 1 | -0.3 | i | -5 | i | i | -12 | i
COc1ccc(/C=N/NC(=O)c2ccncc2)c(OC)c1 | i | i | 14 | 0 | 0.7 | i | -10 | i | i | -5 | i
FC(F)(F)c1cc(-c2cccs2)nc(-n2cc(Br)cn2)n1 | i | i | -11 | 2 | -0.7 | i | -14 | i | i | -20 | i
COc1ccc(NC(=S)N2CCN(C(=O)C3CCCO3)CC2)cc1 (stereo not drawn) | i | i | -8 | -2 | -0.6 | i | -14 | i | i | -1 | i
